Assay outcomes deposited in PubChem BioAssay by Broad Institute.
GSIS activator: GLuc luminescence reporter in INS-1E cells, primary screen for activators of glucose-dependent secretion of insulin. AID 743287, 2014. INS-1E GLuc reporter insulin secretion, 2-3 h. activation, % at 16.6 µM. 370,000 compounds, 0.61% hits;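 active = lowest replicate activation of at least 40%, so every replicate reaches that level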;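 also: 0% = median of neutral control wells and 100% = median of IBMX positive control wells; some compounds called inactive have numbers as strong as hits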
PglD DTNB: C. jejuni PglD acetyltransferase inhibitors, primary screen, biochemical, DTNB colorimetric, single point | inhibition, % at 12.5 µM | 360,000 compounds, 0.098% hits | AID 602405, 2012 | purified PglD enzyme, DTNB colorimetric CoA detection | UDP-N-acetylbacillosamine N-acetyltransferase PglD (Campylobacter jejuni); in the data active = inhibition above about 16%, passing the limit was not always enough; also: strong numbers were not always called active
Statin myotox sup: suppressors of statin myotoxicity in C2C12 myotubes, primary screen, cell-based, single point, plate reader; C2C12 myotubes + simvastatin, ATP luminescence, 48 h; scaled: DMSO 0, geranylgeraniol control 100; rescue of ATP level, % at 7.49 µM; 330,000 compounds, 0.78% hits; AID 602340, 2012;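 active = mean ATP rescue above about 67%, or every replicate alone reaching that limit, limit read from the data, passing the limit was not always enough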;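 also: myotubes were challenged with 10 µM simvastatin during compound exposure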
PGC1a acetyl inh: inhibitors of PGC1a acetylation signal, primary screen, cell-based, U2OS, AlphaScreen, inhibitor mode | 350,000 compounds, 0.17% hits | inhibition, % at 15.6 µM | AlphaScreen anti-acetyl-lysine; with virally co-expressed GCN5 acetyltransferase;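 active = every replicate shows inhibition of at least 40%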;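 also: 0% = neutral control wells and 100% = positive control wells; some results beyond the cut were filed as inactive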
ARNT-TACC3 inh: disruptors of ARNT/TACC3 protein interaction, primary screen, biochemical, AlphaScreen, single concentration; AID 623870, 2012; 390,000 compounds, 0.66% hits; inhibition, % at 9.99 µM; Transforming acidic coiled-coil-containing protein 3 (Homo sapiens), Q9Y6A5; AlphaScreen His-ARNT PAS-B/GST-TACC3 binding, luminescence; TACC3 fragment carries E629A point mutation;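 active = mean inhibition of replicates at least 50% and at least half of replicates each reaching 50%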;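 also: 0% = complete ARNT plus TACC3 wells and 100% = ARNT alone without TACC3; many hits fall short of the cut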
LGR2 antag: inhibitors of bursicon-induced LGR2 CRE-luciferase signal, primary screen, cell-based, HEK293, CRE-luciferase reporter, bursicon stimulation; inhibition, % at 9.99 µM; 380,000 compounds, 0.35% hits; bursicon-stimulated, 4 h; Drosophila bursicon receptor LGR2 (rickets);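 active = drop in luminescence signal, shown as inhibition above about 50% in the replicate tests, limit read from the data, passing the limit was not always enough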;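 also: agonist challenge used bursicon conditioned medium at about half maximal strength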
PAX8 inh HTS: inhibitors of PAX8-driven TPO luciferase reporter, primary screen, RMG-I cells, single concentration; SteadyGlo, 24 h; inhibition, % at 12.6 µM; 360,000 compounds, 1.2% hits; AID 652154, 2013;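 active = mean replicate inhibition at least 60% with every replicate also reaching 60%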;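 also: luciferase light reporting Pax8 driven TPO promoter activity; plate controls were median of neutral control wells for no effect and mitoxantrone controls for full effect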
Cneo AK release: Cryptococcus neoformans cell lysis inducers, primary screen, AK release luminescence, single concentration. 360,000 compounds, 0.2% hits. lysis activity, % at 15 µM. C. neoformans lysis, adenylate kinase release luminescence, 4 h; normalised: neutral wells 0, clomiphene wells 100;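 active = mean lysis activity across replicates of at least 80%, whatever share of replicates individually reach that level; inactive = mean lysis activity below 80%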
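Schedule: static 4 h at 37 °C with compound, 1 h detection; system: C. neoformans cells; benchmarks: Clomiphene as positive control; buffer or medium: fresh YPD medium; measure: luminescence rise reflecting yeast cell lysis; measured by: luminescent adenylate kinase detection reagent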
* = called active by the depositor; nt = no result given; & = joins results of further samples. Not a hit list; overall some 2.9% were active at least once.

The line under a structure holds: GSIS activator	PglD DTNB	Statin myotox sup	PGC1a acetyl inh	ARNT-TACC3 inh	LGR2 antag	PAX8 inh HTS	Cneo AK release
- CCC(=O)N(C)C[C@H]1Oc2cc(C#CC3CCCC3)ccc2S(=O)(=O)N([C@@H](C)CO)C[C@@H]1C
 : -28	-1	-12	-2	1	-12	nt	-5
- Fc1ccc(C2CCCN2Cc2nc(Cc3ccccc3)no2)cc1 (stereo unspecified)
 : -39	nt	6	nt	-2	10	-9	nt
- OC[C@@H]1[C@@H](c2ccc(-c3ccccc3)cc2)[C@H]2CN(CCC(F)(F)F)CCCCN12
 : 4	1	nt	0	10	19	-7	4
- COc1ccc(C(=O)N2CCCC(Nc3ccc(F)cc3)C2)cc1F (stereo unspecified)
 : 4	-5	-5	4	1	-9	nt	2
- CCN1C(=O)/C(=C/N2CCc3ccccc3C2)SC1=S
 : -17	-1	nt	4	4	-69	-65	4
- CCOC(=O)c1c(C)[nH]c(C)c1S(=O)(=O)NCCCc1ccco1
 : 1	nt	3	1	4	2	-4	nt
- O=C1OCC2=C1C(c1ccc(F)cc1)Sc1ccccc1N2 (stereo unspecified)
 : 5	0	31	2	3	-6	nt	-3
- COc1ccc(N(CC(=O)NCCSCc2ccco2)S(=O)(=O)c2ccccc2)cc1Cl
 : -1	-3	5	nt	-4	11	41	0
- C/C=C/c1ccc([C@H]2[C@@H](CNC(C)C)N(Cc3cccnc3)[C@H]2CO)cc1
 : 3	5	-18	-6	3	3	3	0
- COc1ccc(S(N)(=O)=O)cc1N(C)S(=O)(=O)c1ccccc1
 : 12	0	4	13	0	nt	9	6
- O=C(NCc1ccc(F)cc1)C1CCN(S(=O)(=O)N2CCOCC2)CC1
 : -1	-3	-1	nt	-3	18	3	1
- C/C=C/c1ccc(OCCOc2ccc(C=O)cc2OC)c(OC)c1
 : 11	nt	nt	nt	-4	-3	-1	nt
- O=C(NCc1ccc(F)cc1)c1cc(C2CCCCN2C(=O)C2CCCCC2)on1 (stereo unspecified)
 : -26	2	-6	-11	nt	-2	18	-1
- CCc1ccc(NC(=O)N2CCCCCC2)cc1
 : -4	-3	-18	5	-8	-25	-163	0
- Cc1ccc(C(=O)NC2CCCCCC2)cc1N1CCCC1=O
 : nt	3	-11	-3	-1	nt	nt	-1
- CCCC#Cc1ccc([C@@H]2[C@@H](CO)N3C(=O)CN(C(=O)NCCC)C[C@H]23)cc1
 : 4	nt	nt	-5	nt	14	-5	nt
- Cc1ccc(C(=O)CSc2nnnn2-c2ccccc2)o1
 : -12	nt	nt	0	-3	-21	-47	nt
- O=C(c1ccc(F)cc1)N1CCCCN2[C@@H](CO)[C@@H](c3ccc(/C=C/c4ccccc4)cc3)[C@@H]2C1
 : -13	-6	-3	-11	0	-31	9	0
- COC(=O)n1ccc(C(=O)Nc2ccccc2F)n1
 : nt	-4	-6	3	-1	nt	nt	-1
- COC(=O)c1sc(SC)c(S(=O)(=O)C(C)C)c1N/N=C(\C#N)C(=O)c1ccccc1
 : -36	nt	nt	nt	2	-1	8	nt
- CN(c1ccc(Cl)cc1)c1cc2c(c3c1ccn3C)C1CCC2O1 (stereo unspecified)
 : 3	0	0	-12	nt	-9	33	2
- COc1ccc(S(=O)(=O)CC2(O)CCN(C(=O)C(C)(C)C)CC2)cc1
 : 1	0	5	-2	0	1	-14	0
- O=C(NCCc1csc(-c2cccnc2)n1)c1c(F)cccc1F
 : 4	-7	-10	9	-3	3	-1	0
- Cc1ccc(C)c(NNC(N)=S)c1
 : 3	-2	10	nt	3	24	1	1
- CCCc1nnc(SCC(=O)NC2CCCCC2)n1CCOC
 : 15	6	1	nt	-1	11	5	6
- O=C(/C=C/c1ccccc1)c1ccoc1
 : nt	2	-7	-7	-2	nt	nt	0
- O=C(C1=C[C@@H](C2CCCCC2)C[C@@H](OCCCCO)O1)N1CCN(Cc2ccccc2)CC1
 : -5	0&-2	12	8&-2	25&3	4	20&14	4&1
- CCN1CCN(Cc2ccc(NC(=O)c3ccc(C)c(NC(=O)c4cccc(-c5cn[nH]c(=O)c5)c4)c3)cc2C(F)(F)F)CC1
 : nt	3	-2	nt	-5	nt	nt	3
- CCCC(c1nnnn1CCOC)N1CCN(C(=O)c2ccco2)CC1 (stereo unspecified)
 : nt	5	4	6	-3	nt	nt	3
- Cc1ccccc1N1C(=O)CC1(C#N)c1ccc(OCc2ccccc2)cc1 (stereo unspecified)
 : -9	nt	nt	nt	-7	-8	-11	nt
- CCOc1ccc(S(=O)(=O)N2CCC(C(=O)NCC(=O)Nc3cccc(Cl)c3C)CC2)cc1
 : -6	-5	-4	10	-4	8	32	-1
- O=[N+]([O-])c1ccc(N2CCN(C(=S)Nc3ccc(F)cc3)CC2)cc1
 : -11	1	-16	nt	4	12	24	-2
- OC(CN1CCN(Cc2ccccc2)CC1)c1ccc(Br)cc1 (stereo unspecified)
 : 1	nt	nt	1	-1	-1	-2	nt
- C[C@@H]1CN([C@H](C)CO)C(=O)CCCn2cc(nn2)CO[C@@H]1CN(C)Cc1ccc(C(=O)O)cc1
 : -5	nt	nt	8	nt	-1	2	nt
- O=C(NCCO)/C(=C\c1cccc([N+](=O)[O-])c1)NC(=O)c1ccco1
 : 17	0	nt	nt	-1	0	2	-5
- COc1ccc(CN(C)C[C@H]2Oc3ccc(NC(=O)CCC(F)(F)F)cc3C(=O)N([C@H](C)CO)C[C@H]2C)cc1
 : 22	1	2	5	-2	-9	0	-5
- Clc1ccc(-c2onc3c2CCCC3)cc1
 : 5	2	-13	-7	1	-23	nt	6
- CC1CCC/C(=N\NS(=O)(=O)c2ccccc2)C1 (stereo unspecified)
 : -3	nt	nt	nt	-3	-5	11	nt
- COc1ccc(CN2C(=O)c3cccnc3C2=O)cc1S(=O)(=O)N1CCOc2ccc(C)cc21
 : 16	-4	-1	4	-1	7	-13	-1
- COc1cccc(NC(=O)N2CCCC2C(=O)NCc2ccccc2)c1 (stereo unspecified)
 : -7	2	0	nt	-5	-8	9	1
- Cc1c(C#N)c2ccccc2n1CCOc1ccccc1F
 : 14	nt	1	nt	-2	26	nt	nt
- COc1ccc(NC(=O)C23CC4CC(C2)CC(n2cnc(Br)n2)(C4)C3)cc1Cl
 : -24	nt	6	4	6	9	nt	nt
- Cc1c(C(=O)NC2CCCCC2)oc2c1C(=O)CC(C)(C)C2
 : 4	nt	1	-17	-9	12	nt	3
- COC(=O)C[C@@H]1CC[C@@H]2[C@H](COc3ccc(NC(=O)c4ccc(F)cc4)cc3C(=O)N2C)O1
 : 2	-1	-13	1	-2	8	3	-1
- COC(=O)C1=C(C)NC(=O)C1(NC(=O)CN1CCCC1=O)C(F)(F)F (stereo unspecified)
 : nt	3	8	1	-4	nt	nt	0
- C[C@H](CO)N1C[C@H](C)[C@@H](CN(C)C(=O)Nc2ccc3c(c2)OCCO3)OCc2cn(nn2)CCCC1=O
 : 8&-4	-2	11&-2	-2&2	-12	-23&-51	-132&-146&-40	-4
- Cc1ccc2[nH]nc(C(=O)N3CCCC(C(=O)c4ccc(Cl)cc4)C3)c2c1 (stereo unspecified)
 : -37	nt	36	-2	-6	2	32	nt
- COc1ccc2oc(C(=O)OCC(=O)NCc3ccccc3OC)c(C)c2c1
 : 11	6	5	nt	-2	-1	-27	-1
- CCn1cc(C2C(C(=O)Nc3ccc(Br)cn3)=C(C)NC3=C2C(=O)CCC3)c(C)n1 (stereo unspecified)
 : 14	nt	nt	nt	6	17	12	nt
- O=C(NNC(=O)c1cnccn1)c1ccc(Cl)c(Cl)c1
 : -11	-8	-1	nt	28	16	5	-3
- COC(=O)c1sccc1-n1cc2c(c1-c1ccccc1)c(=O)n(C)c(=O)n2C
 : -5	5	2	-14	nt	11	-7	-1
- CCc1ccccc1NC(=O)CN(C)C(=O)Cn1cnc2ccc(Cl)cc2c1=O
 : 13	nt	3	-8	nt	-8	-1	nt
- CCOC(=O)c1[nH]c(COC(=O)C2CC(=O)N(Cc3ccccc3)C2)c(C(=O)OCC)c1C (stereo unspecified)
 : nt	-10	21	17	nt	nt	-5	-2
- CCCNC(=O)C1CCN(S(=O)(=O)c2cccs2)CC1
 : 11	nt	nt	nt	-9	5	13	nt
- C#Cc1ccc([C@H]2C=C(C(=O)N3CCOCC3)O[C@@H](OCc3ccc(CO)cc3)C2)cc1
 : -10	-1&-2	4	-3	2&-2	11	20&0	-3&1
- Cc1noc(C)c1NC(=O)Nc1ccc2c(c1)CC(=O)N([C@@H](C)CO)C[C@H](C)[C@H](CN(C)S(=O)(=O)c1ccc(Cl)cc1)O2
 : 13	2	6	-4	1	-4	-10	-15
- Cc1nnc(SCC(=O)Nc2cccc([N+](=O)[O-])c2)n1CC1CCCO1 (stereo unspecified)
 : 12	2	8	nt	-11	2	-7	-5
- CC(C)CNC(=O)c1cccc(NC(=O)c2ccccc2-c2ccccc2C(=O)O)c1
 : 1	-1	-6	-7	-2	-1	18	0
- O=C(c1ccco1)N1CCN(S(=O)(=O)c2cccc3nsnc23)CC1
 : nt	6	-12	-2	-2	nt	-7	-3
- CCOCCCn1c(SCC(=O)Nc2ccccc2)nc2ccccc2c1=O
 : -12	8	-6	-27	1	8	14	3

Next section
The line under a structure holds: GSIS activator	PglD DTNB	Statin myotox sup	PGC1a acetyl inh	ARNT-TACC3 inh	LGR2 antag	PAX8 inh HTS	Cneo AK release
- CN(C)C(=O)CCCCCCCCC(=O)N(C)C
 : -1	-4	nt	-5	-2	-4	13	-2
- COc1cc(CC(NC(C)=O)C(=O)NC2CCN(c3nc(OC)nc(OC)n3)CC2)cc(OC)c1 (stereo unspecified)
 : -5	10	0	11	-4	25	-107	3
- COC(=O)c1c(NC(=O)CSc2nnc(-c3ccco3)n2C)sc(C)c1C
 : nt	nt	-6	1	-6	nt	10	nt
- O=c1c(-c2ccc(Cl)cc2)coc2c(CN3CCOCC3)c(O)ccc12
 : 4	-3	-3	-7	-5	-16	nt	1
- Cc1cc2c(sc3ccccc32)c(C)n1
 : 17	-1	nt	-15	-15	-15	-21	3
